IMPase Li cell: membrane-permeable IMPase blocker, potentiated with lithium | CHO-M1 cells, IP1 TR-FRET (IP-One), carbachol + lithium | Potency, µM (series often up to 59.4 µM), for the others: at the highest dose activity, negative = IMPase inhibition, usual class: inhibitors | 210,000 tested, 0.35% active | AID 1457;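 note: IP1 builds up when IMPase is blocked and the TR-FRET signal falls; potency is the fitted concentration of half-maximal effect; plate controls were basal vehicle for no effect and high inhibitor control for full effect; nearly all actives have a fitted effect of over 50% in size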
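Steps: plate 2000 CHO-M1 cells per well and culture 16–30 h; add compound and lithium; incubate 30 min, 37C; add d2-IP1 tracer and Eu cryptate anti-IP1 antibody in lysis buffer; read after 10 min at room temperature.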
CBFb-RUNX1 inh: CBF-beta/RUNX1 interaction disruption; Q01196+Q13951; 230,000 tested, under 10 active; Potency, µM (series often up to 59.8 µM), for the others: top-dose activity, negative = inhibition, hits mostly inhibitors; AlphaScreen CBFb-His/RUNX1-biotin binding, biochemical; AID 1477; note: % of control where 0% means no effect
Target sequence (Q01196 whole entry, looked up): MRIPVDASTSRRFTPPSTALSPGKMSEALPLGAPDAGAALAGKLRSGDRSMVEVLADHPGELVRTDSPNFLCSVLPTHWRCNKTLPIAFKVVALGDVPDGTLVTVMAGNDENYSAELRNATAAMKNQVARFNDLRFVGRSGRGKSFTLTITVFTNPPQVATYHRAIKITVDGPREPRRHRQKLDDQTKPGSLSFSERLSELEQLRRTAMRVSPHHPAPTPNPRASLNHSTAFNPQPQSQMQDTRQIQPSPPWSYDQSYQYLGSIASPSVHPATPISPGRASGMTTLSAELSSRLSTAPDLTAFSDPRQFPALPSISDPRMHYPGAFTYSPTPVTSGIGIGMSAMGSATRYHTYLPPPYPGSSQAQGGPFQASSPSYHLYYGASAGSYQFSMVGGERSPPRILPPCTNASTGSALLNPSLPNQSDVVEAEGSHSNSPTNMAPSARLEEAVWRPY
Target sequence (Q13951 whole entry, looked up): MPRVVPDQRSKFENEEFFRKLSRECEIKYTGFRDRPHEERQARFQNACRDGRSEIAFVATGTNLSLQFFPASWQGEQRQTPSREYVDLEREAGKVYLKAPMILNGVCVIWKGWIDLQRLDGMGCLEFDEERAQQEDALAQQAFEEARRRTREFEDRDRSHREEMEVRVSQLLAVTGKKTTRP
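Bead-based AlphaScreen assay; binding partners His-tagged CBF-beta and biotinylated RUNX1 at 30 nM each. Compound exposure 15 min after a 20-min protein preincubation; bead step 90 min; all steps at room temperature.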
GLA spleen mod: inhibits or activates alpha-galactosidase in human spleen homogenate; AID 2107; human spleen homogenate, 4MU-alpha-Gal fluorescence, 40 min; P06280; Potency, µM (top dose mostly 80 µM), for inactives: at the highest dose activity change, negative = inhibition, most hits filed as inhibitors; 240,000 tested, 0.008% active;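 note: potency is the fitted concentration of half-maximal effect; 0% = enzyme with vehicle and -100% = no enzyme basal signal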
Target sequence (P06280 32-429 limits assumed): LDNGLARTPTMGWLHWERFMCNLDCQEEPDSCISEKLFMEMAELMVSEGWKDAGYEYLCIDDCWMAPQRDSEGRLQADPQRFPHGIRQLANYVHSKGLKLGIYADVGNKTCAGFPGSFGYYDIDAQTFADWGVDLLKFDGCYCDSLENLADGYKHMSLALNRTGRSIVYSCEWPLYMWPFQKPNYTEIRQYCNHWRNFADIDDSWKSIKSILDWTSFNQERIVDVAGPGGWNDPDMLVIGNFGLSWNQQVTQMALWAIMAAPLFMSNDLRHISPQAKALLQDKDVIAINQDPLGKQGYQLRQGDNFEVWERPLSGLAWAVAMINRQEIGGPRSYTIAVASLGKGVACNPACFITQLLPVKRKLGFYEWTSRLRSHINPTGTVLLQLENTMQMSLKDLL
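Human spleen homogenate (1 ug) was the enzyme source, with 4-methylumbelliferyl-alpha-D-galactopyranoside (1 mM final) in pH 5.0 citrate buffer with 0.01% Tween-20. Compounds were titrated; after 40 min at 37C, NaOH/glycine stop, 4-MU fluorescence read; AC50 from Hill fits.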
Lamin A splicing: LMNA splicing modulation | 200,000 tested, 0.01% active | HeLa LMNA splicing GFP/RFP minigene ratio, 48 h | Potency, µM (top dose mostly 46.1 µM), for the others: top-dose ratio change, negative = inhibition, usual class: inhibitors; active = well fitted inhibition curve with a large enough effect in the signal ratio, with a control signal flat, not every such curve was filed as active; inconclusive = small, poorly fitted or top-dose-only effect, or effect the other way, or a change in a side signal; the % refers to the signal ratio; note: potency is the fitted concentration of half-maximal effect; % is set by controls: 0 for no effect and ±100 for the full control effect
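S3 HeLa stable clones carrying a lamin A-EGFP splicing minigene plus DsRed2 were seeded at 600 cells/well in Opti-MEM with 2% FBS, pin-dosed and incubated 48 h at 37°C. Acumen cytometry (488 nm) gave the GFP/RFP total-intensity ratio.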
NPSR antagonist: antagonists of human neuropeptide S receptor cAMP signaling. CHO-NPSR cells, cAMP TR-FRET, antagonist mode. Potency, µM (series often up to 38.3 µM), for inactives: top-dose activity change, negative = inhibition, usual class: inhibitors. Q6W5P4. AID 1461. 220,000 tested, 1% active; note: potency is the fitted concentration of half-maximal effect; % is set by controls: 0 for no effect and ±100 for the full control effect; nearly all actives have a fitted effect of over 50% in size; many of its hits are not listed in these tables
Epigenetic reg: epigenetic control regulation, reporter derepression; murine LDR cells, GFP reporter derepression, 30 h; Potency, µM (doses to about 53.9 µM), for inactives: top-dose GFP activation, most hits filed as activators; 280,000 tested, 0.2% active; AID 1865; note: potency is the fitted concentration of half-maximal effect; % of control where 0% means no effect; nearly all actives have a fitted effect of over 60% in size
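Murine LDR cells carrying a silenced, genomically integrated CMV-driven GFP reporter were exposed to compound for 30 hours at 37 C. After PBS washes, GFP-positive cells (20–120 um objects) were counted by laser-scanning microplate cytometry.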
KinaseGlo FLuc: counter-screen: inhibitors of Kinase-Glo firefly luciferase | Q27757 | Kinase-Glo luciferase, ATP luminescence, 8 min | Potency, µM (top dose mostly 38.3 µM), for the others: at the highest dose activity change, negative = inhibition, most hits filed as inhibitors | 200,000 tested, 0.28% active; note: potency is the fitted concentration of half-maximal effect; % is set by controls: 0 for no effect and ±100 for the full control effect; nearly all actives have a fitted effect of over 60% in size
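Compound is pinned into ATP-containing buffer (10 uM ATP, imidazole pH 7.2, 7 mM MgCl2). Kinase-Glo luciferase reagent is then added. Light output is recorded following an 8-min room-temperature incubation.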
Numbers without * were called inactive; ? = inconclusive; / = not tested or not shown; [ ] = remark or other dose. Unless noted, calls come from the whole dose curve; as a rule, active = well fitted curve in the direction sought with a large enough effect; inconclusive = small, poorly fitted or top-dose-only effect, or another doubt; inactive = no such curve, though single readings can be large; an effect the other way counts as inactive or inconclusive. An excerpt (hit frequency here may not be typical).

SMILES	IMPase Li cell	CBFb-RUNX1 inh	GLA spleen mod	Lamin A splicing	NPSR antagonist	Epigenetic reg	KinaseGlo FLuc
CC(NC(=S)Nc1ccc(Cl)cc1Cl)C(c1cccs1)N1CCCC1 (stereo not given)	4%	1%	-7%	?	-18%	0.0%	-3%
Cc1ccc(SCC(=O)Nc2nccs2)cc1	4%	1%	-6%	6%[46 µM]	-13%	-0.7%	-5%
COc1ccccc1OCCSc1nc2ccccc2n1CCO	0%	9%	-7%	/	0%	1.1%	-3%
CN(Cc1nc(-c2cccnc2)no1)S(=O)(=O)c1ccc2ccccc2c1	-17%[38.3 µM]	5%	-1%	?	-2%[46.1 µM]	15%	-3%
O=C(Nc1ccc2c(c1)OCCO2)N1CCN(Cc2ccccc2)CC1	-1%	-8%	7%	0%[46 µM]	1%	-0.3%	-2%
COc1ccc(NC(=O)c2ccc(COc3ccccc3Br)o2)cc1OC	11%[38.3 µM]	-2%	-7%	?	-18%[46.1 µM]	0.0%	-2%
COc1ccccc1N(C)S(=O)(=O)c1ccc(C(=O)OCC(=O)Nc2ccccc2F)cc1	11%	10%	-2%	-17%[46 µM]	0%	-3.0%	1%
Cn1ncc(Br)c1C(=O)NC(=S)N1CCN(c2ccccn2)CC1	0%	2%	-2%	5%	17%	1.3%	1%
COc1ccccc1C(c1nnnn1C(C)(C)C)N1CCCCCC1 (stereo not given)	4%[38.3 µM]	4%	5%	3%	-18%[46.1 µM]	-0.7%	1%
NS(=O)(=O)c1ccc(N/C=C\C(=O)c2ccc(F)cc2)cc1	1%	5%	-2%	-3%[46 µM]	-7%	-1.3%	-5%
Cc1noc(C)c1CSc1ncnc2sc(C)c(C)c12	-2%[38.3 µM]	1%	-22%	-1%	-29%[46.1 µM]	2.0%	0%
O=C(CN1CCN(c2ccccn2)CC1)Nc1ccc(Cl)c(C(F)(F)F)c1	-18%[38.3 µM]	-1%	-20%	?	-22%[46.1 µM]	-1.7%	1%
COc1ccc(C)cc1NC(=O)C(OC(=O)CNC(=O)c1ccc(Oc2ccccc2)cc1)c1ccccc1 (stereo not given)	6%	-18%	3%	-7%	3%	-1.1%	2%
CCN(CC)C(=O)Cc1c(OC)ccc2cc(Br)ccc12	-19%	2%	-10%	/	-6%	3.0%	-4%
COc1ccc(C(c2nnnn2CC2CCCO2)N2CCN(c3ccc(F)cc3)CC2)cc1 (stereo not given)	20%[38.3 µM]	-1%	-1%	6%	-15%[46.1 µM]	-0.1%	-5%
Cc1ccc(CSc2nc3ccccc3cc2C=O)cc1	25%[38.3 µM]	-20%	4%	?	11%[46.1 µM]	-1.6%	-2%
O=[N+]([O-])c1c(NCc2ccco2)ccc2nonc12	/	3%	-4%	/	-22%	0.9%	/
Cc1cc(NC(=O)CCC2COc3ccccc3O2)no1 (stereo not given)	3%[38.3 µM]	2%	-3%	-11%	-3%[46.1 µM]	-2.1%	0%
CCCCNc1nnc(CCn2nc(C)c(Br)c2C)s1	-7%	-6%	0%	1%	11%	1.1%	0%
CCCCC(=O)NC1(C(F)(F)F)C(=O)N(Cc2ccco2)C(C)=C1C(=O)OC (stereo not given)	24%[38.3 µM]	8%	-2%	-1%	-17%[46.1 µM]	0.0%	0%
O=S(=O)(Nc1ccc2c(c1)OCCO2)c1cccs1	18%[38.3 µM]	7%	1%	-9%	20%[46.1 µM]	0.0%	0%
COc1ccc(OCCSc2ncccn2)cc1	-7%[38.3 µM]	6%	8%	12%	?	2.7%	-2%
O=C1N(CN2CCC3(CC2)OCCO3)c2ccccc2C12OCCCO2	0%[38.3 µM]	-4%	3%	9%	-1%[46.1 µM]	0.0%	-2%
Cc1ccc(CN2C(=O)N/C(=C/c3cc(C)n(-c4ccccn4)c3C)C2=O)cc1	12%	3%	2%	?	-21%	0.0%	-1%
NNC(=O)c1sc2cc(C(F)(F)F)cnc2c1-c1cccnc1	-3%	3%	3%	/	-9%	-0.1%	/
COc1cccc([C@@H]2Oc3ccc(OC)cc3C[C@H]2OC(=O)NCc2ccco2)c1	-9%	5%	4%	/	/	4.5%	0%
Cc1cc(C)n(-c2nc3c(c(=O)[nH]c(=O)n3C)n2CC(O)COc2ccc(Cl)cc2Cl)n1 (stereo not given)	5%	-2%	3%	?	25%[46.1 µM]	0.0%	4%
COc1ccc(-c2csc(N3CCN(c4cc(C)nc5ccccc45)CC3)n2)cc1OC	26%	-24%	-3%	?	-44%	-0.9%[10.1 µM]	0%
COc1ccc(CCN2C(=O)c3[nH]nc(-c4ccccc4O)c3C2c2cccc(O)c2)cc1OC (stereo not given)	17%[38.3 µM]	-17%	6%	-10%	-16%[46.1 µM]	-1.0%	-8%
COc1ccc(COC(=O)N/N=C2/C[C@@H](O)[C@@H](O)[C@@H]3[C@H]4C(=O)N(c5ccc(F)cc5F)C(=O)[C@@H]4CC[C@H]23)cc1	/	10%[13.1 µM]	-1%[17.5 µM]	/	/	0.0%[10.1 µM]	/
Cc1ccc2nc(NC(=O)[C@H](C)N3C(=O)C4CC=CCC4C3=O)sc2c1 (stereo not given in full)	26%	-29%	2%	-13%[46 µM]	-19%	-2.5%	1%
O=C(Nc1nc(-c2ccccn2)cs1)c1ccc(Br)s1	24%[38.3 µM]	-22%	-2%	?	-26%[46.1 µM]	5.2%	21%
N#Cc1c2n(c(=O)[nH]c1=O)CCCCC2	4%	3%	-9%	-6%	-11%[46.1 µM]	-1.2%	-1%
COc1cccc(Nc2ncc3nc(-c4ccc(Cl)cc4)c(=O)n(CCC#N)c3n2)c1	2%	/	-3%	/	/	/	0%
O=C(/C=C/c1ccc(Br)o1)NC(c1ccccc1)c1ccccc1	16%	-3%	-1%	?	?	0.0%	0%
S=C(NCCCNC(=S)Nc1ccccc1)Nc1ccccc1	0%	-14%	-2%	-2%	4%	1.0%	1%
O=[n+]1cc(-c2ccccc2)n([O-])c2c1CCC2	19%[38.3 µM]	8%	16%	-5%	0%[46.1 µM]	0.0%	-2%
O=C(Nc1nccs1)c1cc(Cl)ccc1[N+](=O)[O-]	-2%	2%	9%	-5%	0%[46.1 µM]	0.0%	3%
CCCCCC(=O)N1CC2(CC(c3cccc(NC(=O)CC)c3)=NO2)C[C@H]1C(N)=O (stereo not given in full)	/	12%	1%	/	18%	3.5%	/
c1ccc(-c2csc(N3CCc4ccccc4C3)n2)cc1	7%[38.3 µM]	14%	8%	-4%	1%[46.1 µM]	0.0%	-4%

Five compounds out of the list, ordered by formula weight, descending.
SMILES	IMPase Li cell	CBFb-RUNX1 inh	GLA spleen mod	Lamin A splicing	NPSR antagonist	Epigenetic reg	KinaseGlo FLuc
O=C(Nc1ccc2c(c1)OCCO2)N1CCN(Cc2ccccc2)CC1	-1%	-8%	7%	0%[46 µM]	1%	-0.3%	-2%
S=C(NCCCNC(=S)Nc1ccccc1)Nc1ccccc1	0%	-14%	-2%	-2%	4%	1.0%	1%
COc1ccccc1C(c1nnnn1C(C)(C)C)N1CCCCCC1 (stereo not given)	4%[38.3 µM]	4%	5%	3%	-18%[46.1 µM]	-0.7%	1%
O=[N+]([O-])c1c(NCc2ccco2)ccc2nonc12	/	3%	-4%	/	-22%	0.9%	/
N#Cc1c2n(c(=O)[nH]c1=O)CCCCC2	4%	3%	-9%	-6%	-11%[46.1 µM]	-1.2%	-1%

Part of the list above with just IMPase Li cell:
Structure	IMPase Li cell
COc1cccc([C@@H]2Oc3ccc(OC)cc3C[C@H]2OC(=O)NCc2ccco2)c1	-9%
Cc1cc(C)n(-c2nc3c(c(=O)[nH]c(=O)n3C)n2CC(O)COc2ccc(Cl)cc2Cl)n1 (stereo not given)	5%

(list continues)
SMILES	IMPase Li cell	CBFb-RUNX1 inh	GLA spleen mod	Lamin A splicing	NPSR antagonist	Epigenetic reg	KinaseGlo FLuc
O=C1/C(=C\c2ccccn2)SC(=S)N1Nc1ncc(C(F)(F)F)cc1Cl	8%[38.3 µM]	-6%	2%	10%	?	-0.9%	-2%
CCOc1cc(/C=N/NC(=O)c2nn(C)cc2Br)ccc1OCc1ccccc1Cl	2%	13%	-2%	2%	-44%	-4.3%	13%
Cc1cc(C)nc(N/N=C2/CCCC/C2=C\c2ccccc2)n1	17%	0%	10%	?	-13%	?	3%
O=S(=O)(NC(=NCCc1ccc(Cl)cc1)c1ccccc1Cl)c1cccs1	11%	7%	5%	?	47%	-0.6%	-1%

A different layout for 4 compounds above:
| structure | IMPase Li cell | CBFb-RUNX1 inh | GLA spleen mod | Lamin A splicing | NPSR antagonist | Epigenetic reg | KinaseGlo FLuc |
| --- | --- | --- | --- | --- | --- | --- | --- |
| CCOc1cc(/C=N/NC(=O)c2nn(C)cc2Br)ccc1OCc1ccccc1Cl | 2% | 13% | -2% | 2% | -44% | -4.3% | 13% |
| O=C1/C(=C\c2ccccn2)SC(=S)N1Nc1ncc(C(F)(F)F)cc1Cl | 8%[38.3 µM] | -6% | 2% | 10% | ? | -0.9% | -2% |
| O=S(=O)(NC(=NCCc1ccc(Cl)cc1)c1ccccc1Cl)c1cccs1 | 11% | 7% | 5% | ? | 47% | -0.6% | -1% |
| Cc1cc(C)nc(N/N=C2/CCCC/C2=C\c2ccccc2)n1 | 17% | 0% | 10% | ? | -13% | ? | 3% |

Given with values under each structure: two of the compounds above
Under each structure – IMPase Li cell	CBFb-RUNX1 inh	GLA spleen mod	Lamin A splicing	NPSR antagonist	Epigenetic reg	KinaseGlo FLuc
> O=S(=O)(NC(=NCCc1ccc(Cl)cc1)c1ccccc1Cl)c1cccs1
 : 11%	7%	5%	?	47%	-0.6%	-1%
> Cc1cc(C)nc(N/N=C2/CCCC/C2=C\c2ccccc2)n1
 : 17%	0%	10%	?	-13%	?	3%

Bioassay records (PubChem)
